# UBC9 SUMO inh: inhibitors of in vitro SUMOylation cascade, primary screen, biochemical, HTRF, uHTS; 290,000 compounds, 0.36% hits; HTRF SUMOylation assay, SAE1/SAE2 + UBC9; SUMO-conjugating enzyme UBC9 (Homo sapiens), P63279; AID 2006, 2009; inhibition, % at 35 µM; in the data active = inhibition above about 50%, passing the limit was not always enough; also: strong numbers were not always called active
# Target sequence (P63279 whole entry, looked up): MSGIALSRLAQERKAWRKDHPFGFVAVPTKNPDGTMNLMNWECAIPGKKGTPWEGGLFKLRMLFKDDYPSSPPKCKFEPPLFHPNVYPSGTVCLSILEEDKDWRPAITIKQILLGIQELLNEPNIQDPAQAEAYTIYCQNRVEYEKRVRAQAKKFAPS
# VIM-2 inh: VIM-2 metallo-beta-lactamase inhibitors, primary screen, biochemical, epi-absorbance readout, Pseudomonas aeruginosa enzyme. 290,000 compounds, 0.89% hits. inhibition, % at 5.6 µM. purified VIM-2, nitrocefin hydrolysis, epi-absorbance fluorescence;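 active = inhibition above the mean of all tested compounds plus 3 SD, cutoff set per screening run, cut at about 7.5% in these data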;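 also: red hydrolysis product quenches plate fluorescence so inhibitors raise well fluorescence; 0% = enzyme with DMSO and 100% = DMSO without enzyme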
# IDE cell activ: human IDE activators in live cells, primary screen, fluorescence polarization, HEK cells, FAbeta-B substrate; activation, % at 5.96 µM; FAbeta-B cleavage; 0% vehicle, 100% cell-free pure enzyme wells; 340,000 compounds, 0.073% hits; Insulin-degrading enzyme (Homo sapiens), P14735; AID 493087, 2011;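 active = activation above the mean of all tested compounds plus 3 SD, set per screening campaign, cut at about 17% in these data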
# IDE cell inh: human IDE inhibitors in live cells, primary screen, fluorescence polarization, HEK cells, FAbetaB substrate; Insulin-degrading enzyme (Homo sapiens), P14735; FAbetaB cleavage; inhibition, % at 5.59 µM; 320,000 compounds, 0.41% hits;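 active = percent inhibition above the average of all tested compounds plus 3 SD, set per screening campaign, cut at about 16% in these data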;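 also: IDE supplied by intact live HEK cells; FP after avidin binding of uncleaved biotin substrate so inhibition keeps polarization high; 0% = DMSO wells and 100% = 60 µM reference IDE inhibitor Ii1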
# IMP-1 inhibitor: IMP-1 metallo-beta-lactamase inhibitors, primary screen, biochemical, epi-absorbance readout, Pseudomonas aeruginosa enzyme; inhibition, % at 5.6 µM; purified IMP-1, nitrocefin hydrolysis, epi-absorbance fluorescence; 290,000 compounds, 0.45% hits; metallo-beta-lactamase IMP-1 (Pseudomonas aeruginosa);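 active = inhibition above the mean plus 3 SD of all compounds in the same screening run, cut at about 4.5% in these data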;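 also: 0% = IMP-1 with DMSO and 100% = DMSO wells lacking enzyme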
#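 System: purified IMP-1; amount: IMP-1 0.2 nM before substrate addition; compound: single dose, 5.6 µM; times: 25 °C, 15 min preincubation, 25 min reaction; signal: Epi-absorbance via hydrolysed-nitrocefin quenching of white-plate fluorescence, 480/530 nm, EDTA stop; benchmarks: DMSO with and without IMP-1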
# HCV NS3 hel inh: inhibitors of HCV NS3 helicase, primary screen, biochemical, Cy5 molecular beacon fluorescence; 290,000 compounds, 0.56% hits; NS3 helicase DNA unwinding; Hepatitis C virus NS3 helicase; inhibition, % at 10.9 µM; AID 1800, 2009;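 active = inhibition above the mean of all tested compounds plus 3 SD, set per campaign, cut at about 35% in these data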;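 also: 0% = DMSO wells and 100% = thioflavine S control wells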
#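 assay system = NS3 helicase fragment of HCV | buffer or medium = MOPS pH 6.5, MgCl2, DTT, Tween20, BSA | timing = 60 min unwinding reaction at 25 °C after ATP addition | signal = Cy5 beacon fluorescence read at start and 1 h | read-out basis = % inhibition of unwinding | control set = low DMSO, high thioflavine S at 110 µM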
# pCIP destab: p/CIP-EGFP fusion destabilizers, primary screen, fluorescence, F442A cells | 16 h | Q05BA5 | 290,000 compounds, 0.01% hits | decrease of EGFP signal, % at 10 µM;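 active = EGFP signal decrease of at least 30% at 10 µM or well 3 SD below plate mean, unless failing retest; inactive = the rest, including hits failing retest or dose response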; also: some compounds called inactive have numbers as strong as hits; many of its hits are not listed in these tables
# M18AAP inhibitor: PfM18AAP inhibitors, malaria aminopeptidase, primary screen, biochemical, QFRET, recombinant enzyme; M18 aspartyl aminopeptidase (Plasmodium falciparum 3D7); H-Glu-NHMec fluorogenic cleavage; inhibition, % at 7.35 µM; 290,000 compounds, 1.2% hits; AID 1822, 2009;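 active = inhibition above the campaign mean inhibition over all tested compounds plus 3 SD, cut at about 28% in these data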;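 also: 0% = plate median of test compound wells and 100% = 2 mM ZnCl2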
# DNA FID counter: compounds displacing fluorescent DNA intercalator, primary screen, artefact control for HCV NS3 helicase inhibitor project, biochemical, FID fluorescence | DNA fluorescent intercalator displacement | inhibition, % at 7.9 µM | 290,000 compounds, 0.17% hits; in the data active = inhibition above about 37%;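 also: 0% = vehicle and 100% = reference compound; higher means more ethidium bromide displaced from hairpin DNA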
# Starred values were filed as active, the others as inactive; . = not tested or not shown; & = joins results of further samples.
# The line under a structure holds: UBC9 SUMO inh	VIM-2 inh	IDE cell activ	IDE cell inh	IMP-1 inhibitor	HCV NS3 hel inh	pCIP destab	M18AAP inhibitor	DNA FID counter
- Cc1cc(C)c2sc(N(CCN(C)C)C(=O)CCS(=O)(=O)c3ccccc3)nc2c1
→ 7	-0.4	3	6	0.5	-29	-5	10	30
- Cc1ccc(S(=O)(=O)N2CCN(CC(=O)NC(=O)NCc3ccco3)CC2)cc1C
→ -28	-0.2	7	-3	-1.4	2	-13	3	-36
- Cc1ccc(N(CC(=O)NC2CCCCC2)C(=O)CNC(=O)c2cccs2)cc1
→ 4	-2.6	0	3	-3.5	-3	-8	6	-42
- CCOC(=O)C1=NN(N=O)C2(CC(=O)N(c3cc(C)cc(C)c3)C2=O)C1 (configuration not stated)
→ -4	-3.8	1	4	-3.0	12	5	0	-14
- COc1cccc(C(=O)NNS(=O)(=O)c2ccc(C)cc2)c1
→ 5	-0.8	2	0	-1.1	0	2	10	-7
- CCn1ncc(Br)c1C(=O)Nc1cc(C)on1
→ 12	-1.8	2	.	-1.8	0	0	-1	-3
- O=C(N/N=C/c1ccc(Cl)c([N+](=O)[O-])c1)C1CC1
→ -1	-4.4	0	4	-5.5	11	-4	3	0
- COC(=O)c1ccc(/C=N/NC(=O)CC(=O)NC2CCCCC2)cc1
→ -4	-2.0	1	-1	-3.4	-1	-1	-2	-10
- Cc1cccc(C)c1NC(=O)C(NC=O)c1ccc(Cl)cc1 (configuration not stated)
→ -4	-0.5	1	0	-1.1	-7	4	-5	-3
- Cc1ccc(-c2nc(SCC(=O)Nc3cc(S(=O)(=O)N4CCCCC4)ccc3Cl)n[nH]2)cc1
→ -12	-4.5	-4	3	-3.1	-10	-6	0	-21
- C=CCC(O)(CCN1CCCCC1)c1ccccc1 (configuration not stated)
→ 8	-1.2	5	-2	-5.8	-1	-4	-4	-1
- O=C(O)c1ccc(COc2ccc(Cl)cc2)o1
→ 1	-2.3	1	1	-2.1	-1	2	-1	1
- Cc1ccc(NC(=O)C(=O)NCc2ccco2)c(C)c1
→ 8	-4.0	3	-1	-2.9	-1	-7	0	5
- COc1ccc(NC(=O)c2cnc(NS(=O)(=O)c3ccccc3)nc2)cc1
→ 6	-1.5	-1	7	-4.7	11	3	-2	-20
- CN1CCC2(CC1)NC(=O)NC2=O
→ 8	-3.0	7	2	-3.2	7	-3	5	-4

# (more compounds)
# The line under a structure holds: UBC9 SUMO inh	VIM-2 inh	IDE cell activ	IDE cell inh	IMP-1 inhibitor	HCV NS3 hel inh	pCIP destab	M18AAP inhibitor	DNA FID counter
- CCOC(=O)c1nn(-c2ccccc2)c(C#N)c1NC(=O)c1nn(CC)cc1Br
→ 0	-0.9	3	0	-2.2	-3	-3	-4	-3
- COc1ccc(-c2cc(C(=O)Nc3c(C)nn(Cc4ccc(Cl)cc4)c3C)no2)cc1
→ -10	-1.7	-1	6	-5.1	1	-8	-4	1
- Cc1cc(C)c(C(=O)CSc2nnc(N)s2)c(C)c1
→ -8	-1.7	2	-2	-0.6	-24	5	-13	2
- COc1ccccc1C(=O)N/N=C/c1ccc(Cl)s1
→ -1	-0.2	2	2	-3.5	8	-10	2	-3
- CC(=O)N(CC(C)(C)CC=C(C)C)c1ccccc1
→ -4	-0.3	.	4	-3.8	0	-1	4	-5
- CCOC(=O)C1(C)C=C(Nc2ccc(O)cc2)C(=O)N1c1ccc(O)cc1 (configuration not stated)
→ 44	2.8	0	11	-4.2	38*	5	34*	-28
- O=C1NN(c2ccc(Br)cc2)C(=O)/C1=C\c1ccc(O)cc1O
→ -1	0.0	2	0	-4.2	39*	0	5	2
- O=C(/C=C/c1cccc(Cl)c1)N1CCC(Cc2ccccc2)CC1
→ -21	0.2	3	8	-4.6	-6	2	6	-24
- Cc1onc(-c2c(F)cccc2Cl)c1C(=O)N1CCCc2ccccc21
→ -7	-1.2	-2	-1	-0.2	-2	-2	0	-22
- N#Cc1ccc(C(=O)Nc2nnc(-c3ccco3)o2)cc1
→ -2	-5.5	8	-4	-6.6	1	12	-3	-4
- Cc1ccccc1N1CCN(c2ncnc3scc(-c4cccs4)c23)CC1
→ -2	-1.8	5	-1	-1.4	9	2	2	-11
- COc1ccc(S(=O)(=O)N(CC(=O)NCc2ccco2)c2ccccc2)cc1OC
→ 4	-3.1	-3	1	-4.8	0	-5	-1	-16
- CCCNC(=O)/C=C/c1ccc(S(=O)(=O)Nc2ccccc2OC)cc1
→ 6	-4.0	-2	-4	-4.9	2	12	-5	-5
- COc1ccc(-n2cc(-c3ccc(Cl)cc3)[nH]c2=S)cc1
→ -1	-2.7	2	5	-2.7	-3	-11	-1	-7
- COc1ccc(C)cc1N(C(=O)c1ccccc1)c1nc2ccccc2s1
→ -4	-0.2	3	1	0.7	-12	-2	2	-13

# Ordered by molecular weight (low to high): part of the list above
# The line under a structure holds: UBC9 SUMO inh	VIM-2 inh	IDE cell activ	IDE cell inh	IMP-1 inhibitor	HCV NS3 hel inh	pCIP destab	M18AAP inhibitor	DNA FID counter
- COc1ccccc1C(=O)N/N=C/c1ccc(Cl)s1
→ -1	-0.2	2	2	-3.5	8	-10	2	-3
- COc1ccc(-n2cc(-c3ccc(Cl)cc3)[nH]c2=S)cc1
→ -1	-2.7	2	5	-2.7	-3	-11	-1	-7
- Cc1ccccc1N1CCN(c2ncnc3scc(-c4cccs4)c23)CC1
→ -2	-1.8	5	-1	-1.4	9	2	2	-11
- COc1ccc(-c2cc(C(=O)Nc3c(C)nn(Cc4ccc(Cl)cc4)c3C)no2)cc1
→ -10	-1.7	-1	6	-5.1	1	-8	-4	1

# Later entries.
# The line under a structure holds: UBC9 SUMO inh	VIM-2 inh	IDE cell activ	IDE cell inh	IMP-1 inhibitor	HCV NS3 hel inh	pCIP destab	M18AAP inhibitor	DNA FID counter
- CC(=O)c1c(C)[nH]c(C(=O)CSc2nnc(-c3cccs3)n2Cc2ccccc2)c1C
→ 17	0.4	5	2	-1.1	-4	-27	7	-19
- CCCn1c(C)cc(/C=C(\C#N)C(=O)OCC(=O)Nc2cccc(OC)c2)c1C
→ 4	-0.1	-5	2	-2.2	-5	-15	-6	-12
- CCSc1nnc2c3cc(CC)ccc3n(C)c2n1
→ 0	8.2*	2	.	-2.8	-5	-7	3	-26
- COc1cccc(C2=NOC(C(=O)Nc3cccnc3)C2)c1 (configuration not stated)
→ 13	-2.4	3	1	-3.6	1	0	-1	-5
- CC1CN(c2oc(-c3cccs3)nc2C#N)CC(C)O1 (configuration not stated)
→ 9	-2.8	5	2	-2.1	1	-4	-2	2
- O=C(NCc1ccccc1F)c1ccc(S(=O)(=O)Nc2cccc(C(F)(F)F)c2)cc1
→ -27	-1.0	5	-5	-2.3	-12	-7	-6	-11
- CCn1c2ccc(F)cc2c2nnc(SCCN3CCOCC3)nc21
→ -7	2.8	-3	5	-5.9	-4	-1	10	-17
- Cc1cnc(C(=O)Nc2nc(-c3ccccc3)cs2)cn1
→ -13	-2.6	0	2	-5.7	1	12	-5	-3
- N#C/C(=N\O)c1nc(-c2ccccc2)cs1
→ 34&25	0.5&-3.0	0&4	0&-2	-1.7&-0.1	5&13	-5&-3	6&-2	4&-2
- Cc1ccccc1-n1ccnc1SCC(=O)O
→ 19	-1.7	1	-1	-3.0	5	-5	0	-2
- CCn1c(=O)c(C(=O)CN(C)Cc2cccc(OC)c2OC)c(N)n(Cc2ccccc2)c1=O
→ 0	2.1	4	-8	-0.3	-4	-6	15	21
- CC1CCC2C(=O)N(c3ccccc3OC(=O)c3ccccc3)C(=O)C2C1 (configuration not stated)
→ 30	0.7	-4	-10	-0.7	0	-9	-4	-21
- O=C(COn1nnc2ccc(C(F)(F)F)cc21)Nc1nnc(-c2ccccc2)o1
→ 25	-2.2	1	7	-3.6	17	8	-11	0
- O=S(=O)(c1ccc(F)cc1)N1CCN(c2ccccc2)CC1
→ -8	-2.3	2	-9	-0.8	-1	-13	-1	-5
- COc1ccc(NC(=O)C2CCCN(S(=O)(=O)c3ccccc3)C2)c(OC)c1 (configuration not stated)
→ 9	-2.1	6	-6	-1.5	0	-15	2	-36

# Next part.
mol,UBC9 SUMO inh,VIM-2 inh,IDE cell activ,IDE cell inh,IMP-1 inhibitor,HCV NS3 hel inh,pCIP destab,M18AAP inhibitor,DNA FID counter
COc1ccc(C(=O)NCC(O)COc2ccc(C(C)(C)C)cc2)cc1[N+](=O)[O-] (configuration not stated),-6,-1.8,.,-1,-0.9,-5,-7,-3,-8
COc1ccc(OC)c(C2C(C(=O)c3ccco3)=C(O)C(=O)N2CCN2CCOCC2)c1 (configuration not stated),5,1.2,-5,0,-2.1,9,2,16,-16
O=C(NNC(=O)c1n[nH]c(=O)c2ccccc12)c1ccc(Br)cc1,34,-1.3,1,-5,-3.0,-13,-14,-4,-4
Cc1occc1C(=O)Nc1cc(C(F)(F)F)ccc1Cl,17,-1.2,0,10,0.1,6,-6,6,0
N=c1ccn2c(n1)O[C@H]1[C@H](O)[C@@H](CO)O[C@H]12,14,-4.2,0,.,-4.0,6,-10,-4,-3
Cc1sc(NC(=O)CSc2nnc(N)s2)c(C#N)c1C,-21,-3.8,0,1,-2.8,1,-3,8,-6
O=C1CCC(=O)N1OCCCOc1ccccc1,1,-2.5,3,-1,-3.5,-1,5,5,1
O=C(Cc1ccccc1[N+](=O)[O-])NC1CCN(Cc2ccccc2)CC1,18,-1.1,0,-5,-2.7,2,-1,-7,5

# Other compounds follow:
mol,UBC9 SUMO inh,VIM-2 inh,IDE cell activ,IDE cell inh,IMP-1 inhibitor,HCV NS3 hel inh,pCIP destab,M18AAP inhibitor,DNA FID counter
O=[N+]([O-])c1ccc2c(c1)nc1n2CCSC1,1,-1.0,0,-2,-2.0,-10,-8,0,-2
N#Cc1cc2c(nc1SCc1ccccc1)CCCC2,12,-2.7,6,-6,-2.3,0,0,4,-6
C=CCn1c(CCNC(=O)c2cccs2)n[nH]c1=S,-14,2.6,-4,-2,-2.5,0,-10,23,-5
COc1cccc(-c2nnc(SCC3CNC(=O)O3)n2-c2ccc(Cl)cc2)c1 (configuration not stated),-10,-3.3,0,0,-2.4,-5,0,2,-19

# Bioassay records: PubChem, several laboratories
